# DAX1 inh-1 – inhibitors of human orphan nuclear receptor DAX1 (NR0B1); actives 0.99% (n = 340,000); inhibition, % at 6.75 µM; P51843; AID 504766; HEK293 Gal4-DAX1 luciferase reporter, luminescence;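 active means inhibition above the mean over all tested compounds plus 3 SD, cut at about 4.2% in these data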;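 further: 0% = DAX1-transfected cells with DMSO and 100% = empty-vector control cells with DMSO; inhibition shows as a rise in luminescence from relieved DAX1 repression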
# sPLA2-III inh – Blocks human group III sPLA2 activity; QFRET BODIPY PC-A2 liposome hydrolysis, fluorescence; AID 743126; inhibition, % at 12.2 µM; Q9NZ20; actives 0.56% (n = 370,000);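 active means inhibition above mean plus 3 SD of compounds lying within the high and low control bounds, cut at about 19% in these data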;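 further: 0% = median of test compound wells and 100% = no enzyme DMSO wells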
# GAA850 FXN act – frataxin GAA850 promoter activation | HEK293 lucGAA850 FXN promoter luciferase reporter, 24 h; percent of 10 µM SAHA response | activation, % at 6 µM | actives 0.56% (n = 360,000) | AID 540364;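 active means activation above the average of all compounds screened plus 3 SD, cutoff fixed separately per campaign, cut at about 7.5% in these data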;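 further: 0% = DMSO wells and 100% = 10 µM SAHA wells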
# hcDAF-12 act – activates DAF-12 receptor from parasite H. contortus | actives 1.4% (n = 370,000) | HEK293 hcDAF-12 lit1-tk-luc reporter, luminescence; 0% DMSO, 100% Δ7-dafachronic acid | activation, % at 6.8 µM;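 active means activation above the mean of all tested compounds plus 3 SD, cut at about 5.5% in these data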;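 further: 100% = response to 3 µM Δ7-dafachronic acid high control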
# ADAM10 inh – ADAM10 inhibition, QFRET primary screen; O14672; recombinant ADAM10, EDANS/DABCYL FRET peptide cleavage, 3 h; inhibition, % at 7 µM; actives 0.62% (n = 370,000); AID 720582;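 active means inhibition above a per-campaign cutoff equal to the mean of compounds falling between control-based bounds plus 3 SD, cut at about 20% in these data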;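 further: 0% = DMSO wells while the 100% control is not disclosed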
# PLC-gamma1 inh – blocks human PLC-gamma1 enzyme activity; P19174; purified PLC-gamma1, fluorogenic substrate, fluorescence; inhibition, % at 12.2 µM; actives 0.84% (n = 370,000); in the data active means inhibition above about 9.5%
# ssDAF-12 act – S. stercoralis DAF-12 activation, primary screen. HEK293 ssDAF-12/GRIP1 lit1-tk-luc reporter, luminescence; % of 3 µM dafachronic acid response. AID 652126. actives 1% (n = 370,000). activation, % at 6.8 µM;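 active means activation above the mean over all tested compounds plus 3 SD, cut at about 0.9% in these data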;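 further: 0% = DMSO-only wells and 100% = 3 µM delta7-dafachronic acid wells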
# PLC-beta3 inh – inhibitors of human phospholipase C beta3. Q01970. Purified PLC-beta3, fluorogenic substrate, fluorescence. inhibition, % at 12.2 µM. actives 0.18% (n = 370,000). AID 720704; in the data active means inhibition above about 11%;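 further: 0% = median of compound wells on plate and 100% = full blocker control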
# hgDAF-12 ag – activates the H. glycines DAF-12 receptor ligand-binding domain; activation, % at 6.8 µM; actives 1.8% (n = 370,000); HEK293 GAL4-hgDAF12 UAS-luciferase reporter, agonist luminescence; normalized to butyrate control;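 active means activation above a cutoff set at the mean of all screened compounds plus 3 SD, cut at about 10% in these data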;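 further: 0% = DMSO wells and 100% = sodium butyrate wells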
# DAX1 inh-2 – inhibitors of DAX1 repression of SF-1 activated StAR promoter; HEK293T StAR-luciferase reporter, SF-1/DAX-1 repression relief; AID 652010; actives 1.1% (n = 370,000); inhibition, % at 6.8 µM;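 active means inhibition above the mean over all tested compounds plus 3 SD, cut at about 3.6% in these data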;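 further: 0% = DAX-1 cells with DMSO and 100% = cells lacking DAX-1 with DMSO; higher inhibition means more luminescence from relief of DAX-1 repression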
# ADAM17 inh – inhibits human ADAM17; P78536; recombinant ADAM17, EDANS/DABCYL FRET peptide cleavage; inhibition, % at 6.95 µM; actives 0.83% (n = 370,000); AID 720648;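 active means inhibition above the mean of compounds lying between control limits plus 3 SD, set per campaign, cut at about 8.5% in these data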;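 further: 0% = DMSO-only wells as the low control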
# * = called active by the depositor; i = inactive; x = not tested or not shown; & = joins results of further samples.
# Fields: DAX1 inh-1	sPLA2-III inh	GAA850 FXN act	hcDAF-12 act	ADAM10 inh	PLC-gamma1 inh	ssDAF-12 act	PLC-beta3 inh	hgDAF-12 ag	DAX1 inh-2	ADAM17 inh
COc1cc(C2NC(=O)NC(C)=C2C(=O)OC2CCC(C)CC2)ccc1O (centres undefined)
→ 1.3	-24	3.7	0.7	-5	5	-1.4	4	-1.4	0.2	1
Cc1ccc(NC(=O)CN2CC(C)SC2=NC2CCCCC2)cc1 (centres undefined)
→ 0.1&-0.3	1&1	-0.6&-1.5	-0.9&-0.6	-6&1	1&2	-0.9&-1.0	0&-1	0.5&2.2	1.8&-0.5	-3&-5
Cc1ccnn1CC(=O)N/N=C/c1cn[nH]c1-c1ccccc1
→ 0.3	-3	0.4	1.3	-5	1	-0.2	-9	-1.2	-0.6	-1
Cc1ccc(-c2ccc(/C=N/N3C(=O)C4C5C=CC(C6CC56)C4C3=O)o2)c([N+](=O)[O-])c1 (centres undefined)
→ -0.3	-9	1.8	-0.7	6	-2	-1.0	-1	-0.9	-0.5	1
Nc1nc(NCc2ccccc2)nc(Nc2ccc(F)cc2)c1[N+](=O)[O-]
→ 0.4	5	2.9	-0.8	5	3	-0.8	0	0.3	0.5	0
COCCOc1nc2c(c(=O)n(C)c(=O)n2C)n1CCc1ccccc1
→ -1.2	12	0.0	-1.8	-7	9	-1.5	5	-0.6	-1.1	-5
CCCN(CCC)Cc1cc(=O)oc2cc(C)c(C)cc12
→ x	6	x	-2.5	-51	-21	-1.1	-29	-2.0	-0.7	-9
CN(C)CCNC(=O)c1c(O)c2c([nH]c1=O)CCCC2
→ -0.3	17	-0.9	1.5	3	-3	-1.4	0	0.1	0.3	-7
O=S1(=O)N[C@@H](Cc2ccccc2)COc2cc(N3CCC[C@H]3CO)ccc21
→ x	0	x	-1.8	-1	2	-1.9	2	-0.9	0.0	2
CC1NC(=O)NC1CCCCCC(=O)Nc1ccc(F)cc1 (centres undefined)
→ -0.8	2	0.3	-0.4	-4	0	-1.6	0	0.4	-0.5	-2
CCOc1ccc(NC(=O)CCNS(=O)(=O)c2cccs2)cc1
→ -0.9	-11	1.4	-0.7	-5	1	-1.0	1	-1.8	0.5	-1
CCCNC(=O)c1cc(C2CCCCN2C(=O)c2ccc(OC)cc2)on1 (centres undefined)
→ x	-1	1.7	-0.7	3	5	-1.2	2	5.2	-0.5	0
Cc1ccnc(SCc2cn3c(C)cccc3n2)n1
→ 2.0	-3	2.5	-0.5	-3	-2	-1.3	2	-0.1	0.6	-1
COc1ccc2c(c1)CCC(C)N2S(=O)(=O)c1ccc(C2CNC(=O)C2)cc1 (centres undefined)
→ -0.3	0	6.4	-2.4	4	1	-1.4	3	3.5	0.2	0
COc1ccc(-c2csc3ncn(-c4ccc(C)cc4)c(=O)c23)cc1OC
→ 0.0	-4	3.0	-0.6	7	-4	-1.7	-21	-3.2	-1.0	-1
CN(CCc1ccccc1)C(=O)c1[nH]c(C(F)(F)F)nc1-c1ccccc1
→ x	-4	x	-1.0	-2	1	-1.3	-3	1.8	0.5	-1
O=C(Cn1nnc(-c2ccccc2)n1)N/N=C/c1ccc(-c2ccc(Cl)cc2)o1
→ -1.3	-10	0.0	4.7	3	5	0.3	2	-0.1	0.2	1
OCCNc1nc(Nc2ccccc2)nc(Nc2ccccc2)n1
→ 2.1	-24	2.3	-0.4	20	4	-1.3	2	-3.0	0.0	2
CCN(CC)CCNC1=NCCn2c1cc1cc(OC)ccc12
→ 1.2	4	-3.7	-0.3	-122	-462	-0.8	i	5.5	0.1	-47
O=C(NCC1COc2ccccc2O1)c1c[nH]c2ccc(S(=O)(=O)N3CCOCC3)cc2c1=O (centres undefined)
→ 1.3	-12	-2.9	-1.3	-7	2	-0.2	-2	-0.3	-0.1	-4
COc1cccc(CNC(=O)COC(=O)CNC(=O)c2ccc(-c3ccccc3)cc2)c1
→ 0.2	-19	1.3	-1.0	-17	-2	-0.8	-4	0.1	-0.4	-4
C=CCOc1ccc(/C=N/O)cc1Cl
→ -0.1	1	3.2	-1.5	-6	1	-2.0	2	-0.3	-0.5	-1
N/C(COc1ccc(Cl)cc1)=N\NS(=O)(=O)c1ccccc1
→ 0.7	-5	-0.3	-0.3	-11	-26	-1.1	-2	-0.9	0.7	-3
S=c1[nH]c2ccccc2n1CCc1ccncc1
→ -0.4	4	2.6	-3.2	-8	1	-1.5	1	5.1	-1.1	-4
COc1ccc2cc(/C=N/NC(=O)c3c(Cl)cnn3C)c(Cl)nc2c1
→ -0.8	13	-2.9	-0.6	-43	-50	-0.1	-83	0.5	-0.3	-21
Cn1c(SCC(=O)NC2CCCCC2)nnc1-c1ccccc1O
→ 1.0	2	0.3	-0.7	2	3	0.0	-5	-2.6	0.3	2
CCCCNS(=O)(=O)CC1NCc2cc(OC)ccc21 (centres undefined)
→ x	6	x	-1.8	-49	-22	-1.6	-26	-0.2	0.3	-17
CCOC(=O)COc1ccc(S(=O)(=O)NC2CC2)cc1
→ -1.0	-2	1.0	-0.4	1	-1	-0.1	-6	-1.0	-0.7	0
COc1ccc(NC(=O)/C=C/c2ccc(C)o2)cc1S(=O)(=O)N1CCOCC1
→ -1.2	1	-0.4	-2.3	-7	-23	-0.3	-32	1.6	0.0	-4
Cc1ccc(NNC(=O)c2cc(C(C)(C)C)nn2Cc2ccccc2)cc1
→ -2.2	0	1.5	0.2	6	1	-2.0	2	-2.4	0.9	-2
O=C(O)CCCC(=O)N1CCN(c2cccc(Cl)c2)CC1
→ -0.2	9	-2.5	-1.1	3	3	-1.0	1	1.7	-0.3	-2
Cn1c(Cc2cccs2)nnc1SCC(=O)Nc1ccc2cn[nH]c2c1
→ x	0	x	-2.1	3	6	-1.1	0	2.9	-3.1	-2
CCc1nc2ccc(C(=O)NCc3ccc(C)o3)cc2nc1CC
→ -0.4	-7	0.4	-2.6	1	2	-1.0	-8	-0.6	-0.5	-5
CN(C)c1ccc(-c2ccnc3c2CC(C)(C(=O)NCC2CCOCC2)O3)cc1 (centres undefined)
→ x	7	0.8	-1.6	-499	-332	0.0	-485	-2.0	-0.4	-138
O=C(c1ccc(Cl)c(Cl)c1)N1CCC(=O)N([C@H](COCc2ccccc2)Cc2ccccc2)CC1
→ x	-11	x	-0.7	14	5	-1.9	5	-1.7	0.0	7
COc1ccc(C2CC(c3ccccc3)=NN2C(=O)COC(=O)c2nc3nc(C)cc(C)n3n2)cc1 (centres undefined)
→ -0.4	-10	0.2	-1.3	3	3	-2.1	3	-0.1	1.0	0
COC(=O)c1sccc1NC(=O)CSCCc1ccccn1
→ -1.2	3	1.1	-0.8	-2	2	-1.6	-10	-2.4	0.0	-2
CC(=O)Nc1ccc(C(=O)OCC(=O)N2CCCC2)cc1
→ -0.4	-7	-0.8	-1.7	1	2	-0.8	0	-2.5	0.2	1
C/C(Cc1ccccc1)=N\NC(=O)CNC(=O)Cc1ccccc1
→ -2.0	1	-0.2	0.4	1	-1	-1.3	-11	-1.2	-0.4	-2
CC1CCCCN1C(=O)COC(=O)c1ccc2c(c1)C(=O)N(Cc1ccco1)C2=O (centres undefined)
→ 1.8	2	2.9	0.2	-10	0	-1.1	-6	-0.1	-0.4	-2
Cc1cccc(-n2ncc3c2CCCC3NC(=O)C2(C(N)=O)CC2)c1C (centres undefined)
→ -2.1	7	-5.1	-5.4	2	5	-1.9	-6	-9.8	-7.8	-2
COc1cc(CCC(=O)OCC(=O)Nc2cccc(S(=O)(=O)N(C)C)c2)cc(OC)c1OC
→ 1.2	-5	0.7	0.1	-2	-2	-1.2	1	-3.3	0.0	0
CCOC(=O)CSc1cc(C(F)(F)F)nc(-c2ccccn2)n1
→ -0.1	-6	-0.3	-1.8	-1	7	-1.4	0	2.6	-0.6	2
COCCN(C(=O)Cc1cccs1)c1nnc(-c2cccnc2)s1
→ 0.1	-2	1.2	2.5	0	1	-1.2	2	-1.4	-0.3	-2
OC(c1ccccc1)(c1ccccc1)C1CCN(CCCOc2cccc(OC(F)(F)F)c2)CC1
→ x	-10	x	1.5	2	0	-1.2	-1	-1.8	0.0	5
COc1ccc2nc(SCC(C)=O)c(C#N)cc2c1
→ 5.9*	7	4.7	12*	-10	-28	2.5*	-33	19*	3.9*	-6
O=S(=O)(Cc1ccc(Cl)cc1)N1CCCCCC1
→ 0.9	2	1.4	0.3	-2	0	-0.7	-9	-0.5	0.5	0
COc1cccc(-c2nc(CS(=O)(=O)CC(=O)NC3CC3)c(C)o2)c1
→ -0.1	0	-0.6	-1.2	-4	2	-1.0	-5	3.3	0.6	-1
Cc1oc(C(C)(C)C)cc1C(=O)N1CCN(C(c2ccccc2)c2ccccc2)CC1
→ 1.1	0	1.4	-0.4	5	-1	-1.5	-6	-0.9	-0.5	-2
Cc1ccccc1-c1cc2nc(C)c(C)c(=O)n2[nH]1
→ 2.1	-3	5.0	4.5	-41	-9	0.7	-15	4.7	-0.3	-13
O=C(COC(=O)c1ccc(N2CCCC2=O)cc1)Nc1ccccc1
→ 1.1	5	2.2	-0.1	-19	2	-0.3	1	-0.6	0.3	-2
COc1ccccc1-c1cc(C(=O)Nc2cccnc2)no1
→ 0.3	-5	-1.6	1.5	-2	1	0.2	-11	1.6	2.3	-1
c1ccc(CSC2=NNC(c3ccccn3)S2)cc1 (centres undefined)
→ -0.8	16	5.8	-0.6	11	-5	-1.8	-18	-0.2	-1.0	7
CCOc1cccc(CNCCSc2nnnn2C)c1
→ 0.8	3	-1.7	-1.6	-1	2	-1.4	-3	0.2	0.5	0
CNC(=O)c1ccc(-n2nc(C)cc2-c2ccccc2)cc1
→ -1.5	-2	1.2	3.0	-5	7	-1.2	1	-1.1	-0.3	3
CC(C)(C)NC(=O)C1c2ccccc2OCC(=O)N1C1CC1 (centres undefined)
→ x	6	x	1.2	1	5	-0.2	3	1.4	1.8	-1
O=C(Nc1ccccc1C(F)(F)F)c1ncn[nH]1
→ -0.1	-11	-0.9	-0.3	-1	-1	-0.8	-2	3.2	-0.3	-2
Fc1ccc(N2CCN(/C=C/c3nnnn3-c3ccccc3)CC2)cc1
→ -0.8	2	1.0	0.0	4	0	-1.4	-1	-0.7	0.3	-3
CCCC(=O)Nc1cccc(NC(=O)c2ccc(C)c([N+](=O)[O-])c2)c1
→ -0.6	-10	-0.6	-2.4	9	1	-2.4	2	0.1	-1.1	-5
O=C(Nc1c[nH]c(=O)[nH]c1=O)c1ccccc1Cl
→ -0.7	2	2.6	-0.8	-2	1	-1.1	-11	-2.2	-0.3	-4
O=[N+]([O-])c1cc(-c2ncccn2)cs1
→ -0.6	5	-1.4	0.7	-1	4	-0.9	4	1.3	-0.1	2

# From PubChem BioAssay

# Compounds as they come. About 6.9% of those tested had a hit in this group.
